# HSP90 refold inh: inhibitors of HSP90 luciferase refolding in rabbit reticulocyte lysate; actives 0.91% (n = 290,000); inhibition, % at 5.6 µM; luciferase refolding luminescence, 3 h; AID 1789;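 active = inhibition above the screen-wide mean plus 3 SD, computed separately per campaign, cut at about 16% in these data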;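 also: 0% = DMSO wells and 100% = 60 µM geldanamycin wells; inhibitors lower the luminescence because luciferase stays unfolded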
# KLF5 inh: kruppel-like factor 5 inhibition; DLD-1 KLF5 promoter-luciferase reporter, luminescence; inhibition, % at 5 µM; actives 0.23% (n = 290,000);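 active = inhibition above a per-plate limit of that plate's mean compound inhibition plus 3 SD, cut at about 60% in these data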;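 also: 0% = DMSO wells and 100% = LY294002 at 200 µM; higher means less KLF5 promoter-driven luciferase light; inactives centre near -14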
# HSF-1 act: increases HSF-1 driven luciferase reporter signal | activation, % at 9 µM | NIH3T3-HGL HSF-1 luciferase reporter, MG132, 8 h; 100% = twice DMSO control signal | AID 504408 | actives 1.7% (n = 300,000);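 active = mean replicate activation of at least 50% with a set share of replicates each reaching 50%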;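 also: 0% = median of the neutral control wells and 100% = twice that signal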
# Platelet DG rel: modulates dense granule release in human platelets; human platelet-rich plasma, SFLLRN dense granule ATP release, luminescence; inhibition, %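 (compounds screened at 7.5 µM in platelet-rich plasma)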; actives 0.22% (n = 300,000); AID 1663;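 active = mean replicate score, as percent of positive control, at or above 50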
# HSF1 inh: HSF1 inhibition | NIH3T3-HGL HSE-luciferase, MG132-induced, luminescence 8 h; active compounds read low | activity change, negative = inhibition, % at 7.5 µM (by protocol) | actives 0.77% (n = 300,000) | AID 2098;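 active = more than half of replicate wells show activity change below -50%, luminescence cut by over half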;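 also: luciferase reports HSF-1 transcriptional activity via heat shock element; 0% = median of DMSO wells and -100% = zero luminescence signal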
# IEC-6 cytotox: IEC-6 cytotoxicity, counter-screen for KLF5 inhibitors; luminescence viability; inhibition, % at 5 µM; actives 0.78% (n = 290,000); in the data active = inhibition above about 22%;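 also: 0% = plate median of test compound wells and 100% = cytotoxic reference compound wells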
# GSK3beta inhib: human GSK3beta kinase inhibition; GST-GSK3beta kinase, ADP-Glo luminescence, 60 min; active compounds read low; activity score (negative = inhibition), % at 10 µM; P49841; actives 0.038% (n = 300,000);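 active = more than half of replicate wells score below -50%, meaning over 50% inhibition versus plate controls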;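 also: 0% = median DMSO wells and -100% = median GW8510 positive control wells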
# Target sequence (P49841 whole entry, looked up): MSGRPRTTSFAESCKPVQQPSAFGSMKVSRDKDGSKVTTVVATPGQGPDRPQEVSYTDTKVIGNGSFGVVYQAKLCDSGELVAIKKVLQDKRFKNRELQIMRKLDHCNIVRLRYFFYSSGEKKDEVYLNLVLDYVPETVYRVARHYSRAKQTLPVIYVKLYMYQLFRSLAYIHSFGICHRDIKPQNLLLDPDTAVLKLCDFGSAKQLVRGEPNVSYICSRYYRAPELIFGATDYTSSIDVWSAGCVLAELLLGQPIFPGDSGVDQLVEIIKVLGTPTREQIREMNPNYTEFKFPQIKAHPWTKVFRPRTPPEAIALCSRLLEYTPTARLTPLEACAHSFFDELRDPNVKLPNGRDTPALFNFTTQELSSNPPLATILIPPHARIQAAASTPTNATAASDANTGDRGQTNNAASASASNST
#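 Test system: GST-tagged human GSK3beta kinase, cell-free; evaluation: activity score scaled between in-plate DMSO and GW8510 controls; measured by: ADP-Glo luminescence; incubation: 60 min reaction, RT; benchmarks: DMSO and 20 µM GW8510; reagent: peptide substrate plus 25 µM ATP (final); medium: Tris/MgCl2 kinase buffer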
# DYRK1A inh: blocks rat Dyrk1A kinase activity; Q63470; ADP-Glo luminescence, NFATc1 peptide; inhibition, % at 12.5 µM; actives 0.43% (n = 310,000); in the data active = inhibition above about 50%;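 also: plate controls were vehicle with enzyme for no effect and no enzyme for full effect; many of its hits are not listed in these tables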
# GSK3 alpha inh: inhibitors of human GSK-3 alpha kinase | P49840 | ADP-Glo luminescence, 60 min | inhibition, % at 10 µM | actives 0.1% (n = 320,000);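 in the data active = inhibition above about 50%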;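 also: GST-tagged GSK-3 alpha with peptide substrate and 25 µM ATP; 0% = DMSO neutral wells and 100% = GW8510 positive control wells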
# Target sequence (P49840 whole entry, looked up): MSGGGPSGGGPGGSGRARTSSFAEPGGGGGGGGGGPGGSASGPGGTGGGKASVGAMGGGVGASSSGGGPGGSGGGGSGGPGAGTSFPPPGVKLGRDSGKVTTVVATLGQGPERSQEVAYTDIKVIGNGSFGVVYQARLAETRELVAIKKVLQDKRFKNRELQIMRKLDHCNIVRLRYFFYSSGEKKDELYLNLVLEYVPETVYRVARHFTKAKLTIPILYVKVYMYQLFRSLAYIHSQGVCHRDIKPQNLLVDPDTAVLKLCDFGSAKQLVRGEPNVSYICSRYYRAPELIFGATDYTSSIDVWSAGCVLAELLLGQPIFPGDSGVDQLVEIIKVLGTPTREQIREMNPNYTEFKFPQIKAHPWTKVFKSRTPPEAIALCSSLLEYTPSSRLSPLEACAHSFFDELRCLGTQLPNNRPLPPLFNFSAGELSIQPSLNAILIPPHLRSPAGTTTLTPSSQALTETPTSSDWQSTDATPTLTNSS
# aSyn UTR inh: 5' untranslated region of α-synuclein, MLPCN primary screen | actives 0.82% (n = 300,000) | inhibition, % (tested at 7.5 µM) | alpha-synuclein 5'UTR reporter, inhibitor activity; in the data active = inhibition above about 60%;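 also: H4 neuroglioblastoma cells stably carrying SNCA 5'UTR luciferase fusion; 0% = DMSO wells and 100% = positive control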
# The depositor's hits bear a star; · = no result given.
SMILES,HSP90 refold inh,KLF5 inh,HSF-1 act,Platelet DG rel,HSF1 inh,IEC-6 cytotox,GSK3beta inhib,DYRK1A inh,GSK3 alpha inh,aSyn UTR inh
Cc1nc2ccc(C(C(F)(F)F)(C(F)(F)F)C(F)(F)F)cc2[nH]1,-2,-36,-3,5,-4,7,0,-5,-1,-8
CCOC(=O)Cn1c(S(=O)(=O)Cc2cccc(F)c2)nc(-c2ccccc2)c1-c1ccccc1,4,-28,16,-2,1,23*,7,6,-2,50
CCCCCCCCCn1cc(C(C)=O)c(=O)[nH]c1=O,2,-24,-4,-7,-7,-2,0,-3,-2,2
c1ccc(OCc2nn3c(Cn4cnc5ccccc54)nnc3s2)cc1,-2,0,-5,6,3,-2,0,-2,0,17
CC1CCN(Cc2c(C(=O)O)nnn2-c2nonc2N)CC1,2,-8,-4,-4,-5,3,4,19,0,4
CC(C)c1ccc(S(=O)(=O)N2CCC(C(=O)NCC3(N(C)C)CCCCC3)CC2)cc1,-2,-3,-2,-1,-3,-1,-3,3,2,1
COC(=O)c1oc2ccccc2c1-n1cccc1,4,-5,9,-1,-1,-4,0,5,-4,21
CCCCN=c1scc(-c2ccc3c(c2)NC(=O)CO3)n1N=C1CCCC1,2,-26,-1,8,-3,3,3,2,-1,6
COc1ccc(CCNc2nc(-c3cccnc3)cs2)cc1OC,1,-14,12,5,1,5,1,3,2,12
Cc1ccc(C)c2nc3sc(C(=O)O)cc3cc12,-4,-26,-2,1,5,-3,3,16,-2,-21
NC(N)=NN=C1c2ccccc2-c2ccccc21,0,-8,16,0,3,9,0,8,-1,-3
COc1ccc(N2CCN(S(=O)(=O)c3ccc(-c4cnc(C5CC5)o4)cc3)CC2)cc1,4,-13,12,-3,7,-2,-6,-1,-2,-20
CC(O)c1nc2ccccc2n1CC(=O)Nc1ccc(F)cc1Cl (centres undefined),1,6,-5,1,-6,0,0,0,-1,-12
COc1ccc(C(=O)NCCCn2ccnc2)cc1[N+](=O)[O-],2,5,2,6,-6,11,-3,·,1,6
O=C(Nc1nnc(SCC(=O)N2CCCCC2)s1)c1c(F)cccc1F,-4,-14,4,3,-2,-3,3,-1,-3,-12
O=C(O/N=C/c1ccc2c(c1)OCO2)c1ccccc1Cl,1,-50,37,8,16,0,-3,·,1,-19
Cc1ccc(CCNC(=O)c2cccc(N3CCCC3=O)c2)cc1,-4,-48,10,-2,8,6,·,2,-1,-1
COc1ccc(N(C(=O)c2snc(C(N)=O)c2N)C(C(=O)NC2CCCC2)c2ccc(OC)c(OC)c2)cc1 (centres undefined),3,-2,27,-4,-4,5,-2,-1,0,0
O=C(Cc1ccccc1)Nc1cccc(NC(=O)c2ccccc2)c1,-1,17,0,-9,0,6,-3,-4,0,-8
CCOC(=O)C1CCN(Cc2cc(C(C)(C)C)c(O)c(C(C)(C)C)c2)CC1,1,-12,5,-5,-7,2,2,5,-3,12
CC1CCN(CCCNc2cc(NCCO)c([N+](=O)[O-])c3nonc23)CC1,-3,-43,9,8,-4,1,-20,-2,12,-22
O=C(NC1CCCC1)C(c1cccnc1)N(Cc1ccccc1)C(=O)c1csnn1 (centres undefined),3,2,10,1,-1,-7,·,-2,-3,-13
O=C(CCSCCC(=O)NCc1ccccc1)NCc1ccccc1,1,-12,19,-3,12,-4,0,·,1,-26
O=C(Cn1ncc2c3ccccc3n(Cc3ccccc3F)c2c1=O)NC1CC1,-12,-36,-13,-2,-5,-6,0,·,-4,11

# Shown with values under each structure: entries from further up
# Value order: HSP90 refold inh | KLF5 inh | HSF-1 act | Platelet DG rel | HSF1 inh | IEC-6 cytotox | GSK3beta inhib | DYRK1A inh | GSK3 alpha inh | aSyn UTR inh
- O=C(Nc1nnc(SCC(=O)N2CCCCC2)s1)c1c(F)cccc1F
    -4 | -14 | 4 | 3 | -2 | -3 | 3 | -1 | -3 | -12
- O=C(Cn1ncc2c3ccccc3n(Cc3ccccc3F)c2c1=O)NC1CC1
    -12 | -36 | -13 | -2 | -5 | -6 | 0 | · | -4 | 11
- O=C(NC1CCCC1)C(c1cccnc1)N(Cc1ccccc1)C(=O)c1csnn1 (centres undefined)
    3 | 2 | 10 | 1 | -1 | -7 | · | -2 | -3 | -13

# Additional structures.
SMILES,HSP90 refold inh,KLF5 inh,HSF-1 act,Platelet DG rel,HSF1 inh,IEC-6 cytotox,GSK3beta inhib,DYRK1A inh,GSK3 alpha inh,aSyn UTR inh
Cc1ccc(C(=O)NCC(=O)NCC(=O)OCc2ccc(Oc3ccc([N+](=O)[O-])cc3)cc2)cc1,1,-53,-1,4,9,2,-5,1,-1,8
C=CCNC(=O)CSc1nc2sc3c(c2c(=O)n1CCCOC)CCC3,1,-28,1,1,-6,0,0,3,-2,-3
CCOCCCNC(=O)C(c1ccc(Cl)cc1)N1CCN(c2ccccc2)CC1 (centres undefined),·,·,2,-3,-11,·,-2,3,0,10
Cc1cc(C)cc(NC(=S)Nc2ccccn2)c1,0,-10,-4,25,12,8,-3,1,1,-105
CS(=O)(=O)N(Cc1nc2sc3c(c2c(=O)[nH]1)CCCC3)C1CCCCC1,5,3,12,6,9,6,4,·,2,-13
Cc1c(NC(=O)c2cccs2)cccc1-c1nc2ccccc2s1,-3,-19,17,-3,2,3,3,-3,-8,-12
COc1ccc(S(=O)(=O)N2CCN(C(=O)c3c(-c4ccccc4)noc3C)CC2)cc1,0,-4,16,4,13,2,-1,-1,-1,-11
COC(=O)[C@@H]1C[C@]2(OC(=O)c3ccccc3)C=CC(=O)C[C@@H]2N1C(=O)OCc1ccccc1,2,-10,73*,4,80,-3,3,4,0,-39
O=C(/C=C/c1cccs1)Nc1nncs1,0,-16,1,8,7,1,-4,-2,0,-162
O=[N+]([O-])c1ccc2c(c1)c(-c1ccccc1)nc1nncn12,-4,-2,-5,-10,-6,3,0,·,·,21
CN(C)C(=O)Cn1cnc2c(cnn2-c2ccccc2Cl)c1=O,-4,11,7,-8,3,-4,1,-2,-5,19
CCCC(C)NS(=O)(=O)c1ccccc1 (centres undefined),-4,-8,-68,-8,-59*,2,-1,4,0,-2
CSc1cccc(NC(=O)c2cc(S(=O)(=O)N3CCc4ccccc43)cn2C)c1,8,6,-7,-1,6,1,1,-2,-3,34
O=C(O)c1ccc(CSCc2ccco2)cc1,-1,-36,-5,-1,3,2,1,4,-2,-1
COc1ccc(-c2c(C#N)c(N)nc3sc(C(=O)c4ccccc4)c(N)c23)cc1,-2,7,13,12,-3,-4,1,-1,1,36
COc1ccc(Cl)cc1NC(=O)CC(C)c1ccccc1 (centres undefined),3,14,-4,-1,1,-2,-1,-1,-4,30
O=C(C=C1CCN(c2ncc(C(F)(F)F)cc2Cl)CC1)NNC(=O)Nc1ccc(Cl)cc1,6,-7,6,1,4,-7,-3,1,0,-9
C=CCSc1nc2sc3c(c2c(=O)n1-c1ccccc1)CCN(C)C3,1,-5,5,-12,3,-14,-3,7,2,-11
O=[N+]([O-])c1ccc(SCCO)nc1SCCO,2,6,-11,18,-7,-2,2,10,2,-13
COc1cccc(C(=O)C2CCCN(Cc3cn(CC(N)=O)c4ccccc34)C2)c1 (centres undefined),-1,-38,20,1,6,-1,1,-3,-4,-6
CN1CCN(C(=O)CCN2C(=O)/C(=C\c3ccc(Cl)cc3)SC2=S)CC1,-1,-33,1,14,1,4,-2,-1,10,-11
COc1ccccc1CC(=O)Nc1cc(Cl)ccc1O,-1,-11,8,5,-2,-4,-2,3,0,2
CCCc1cc(=O)[nH]c(SCC(=O)Nc2nonc2C)n1,0,-20,1,1,-8,5,1,-2,-1,-11
O=C(Nc1cccc(Cl)c1)Nc1ccc(Br)cc1F,1,-18,21,-3,6,5,0,8,0,-115
CN(C(=O)c1cccc(NC(=O)Cc2ccccc2)c1)c1ccccc1,1,-48,-3,17,4,-2,·,-3,-1,0
CCOc1ccccc1Oc1c(C)oc2cc(OC(=O)c3ccco3)ccc2c1=O,0,-11,-2,13,-5,2,-3,3,-6,16
Cc1nn(C(=O)c2cc3sccc3[nH]2)c(C)c1C,-3,-9,5,-5,0,7,2,0,3,-9
O=C(COc1ccc(Br)cc1)N(Cc1ccco1)C1CCS(=O)(=O)C1 (centres undefined),-2,-14,28,6,9,-1,2,-5,-1,-10
Cc1ccc(-c2cc(Cc3ccc(F)cc3)c(=O)[nH]n2)cc1,-2,-23,22,18,9,0,-3,·,5,18
O=C(/C=C/c1ccc(Cl)cc1)N1CCN(c2c(Cl)cccc2[N+](=O)[O-])CC1,4,-21,14,-12,-3,0,1,2,·,31
COc1ccc(/C=C/C(=O)NNc2cc(=O)n(C)c(=O)n2C)cc1OC,1,9,1,-1,-1,-1,-3,1,-2,18
COc1ccc(-c2nnn(CC(=O)N(CC(=O)NC3CCCC3)c3cccc(C)c3)n2)cc1OC,2,12,11,-5,-7,5,0,1,-1,21
COc1ccc2cc(C(=O)C3CCCN(Cc4cccc(C)n4)C3)ccc2c1 (centres undefined),3,-1,-2,-4,-5,9,5,·,-1,43
O=C1c2ccccc2C(=O)N1OCc1ccccc1[N+](=O)[O-],-1,-20,6,4,-10,2,1,-3,-1,-3
CCOc1ccc(N2C(=O)CC(NCCc3ccc(S(N)(=O)=O)cc3)C2=O)cc1 (centres undefined),3,-11,20,-32,-1,2,3,3,-1,9
Cc1ccc(OCCn2c(=S)[nH]c3ccccc32)c(C(C)C)c1,6,10,11,0,1,1,0,5,-2,10
Cc1cc(C)cc(NC(=O)N2CCCN(c3c(Cl)cncc3Cl)CC2)c1,-1,-8,2,-1,-7,-8,-2,-16,15,15
C=CCN(CC=C)C(=O)c1cc(Cl)ccc1[N+](=O)[O-],3,-13,-12,2,-14,1,1,-16,3,6
c1ccc(Cn2ccnc2-c2ccco2)cc1,-4,9,16,-1,2,-4,-3,-4,-3,-60
O=C(NCc1ccc(F)cc1)c1cccs1,3,-24,16,1,-2,-1,3,0,6,0
O=C1CN(C(=O)COc2ccccc2)CCN1,-3,-5,-3,-5,-6,-1,-1,0,-4,-12
CCOc1ccc(-n2c(C)c(C(=O)OC)c3cc(O)ccc32)cc1,-1,7,-18,7,-21,5,-1,-8,0,-12
COc1cccc(C=O)c1OCCCOc1cccc2cccnc12,-2,-74,53*,7,43,6,0,·,3,-129
Cc1c(N=C2SCC(=O)N2/N=C\c2ccc(Br)cc2)c(=O)n(-c2ccccc2)n1C,0,-18,67*,4,21,3,-3,-6,1,10
C=CCOC(=O)C(=O)/C=C/c1ccc2c(c1)Cc1ccccc1-2,2,-56,1,-2,-1,-9,3,3,0,-3
C=CCOC(=O)c1cc(-c2ccc(/C=C3\C(=O)NC(=O)C(C#N)=C3C)o2)ccc1Cl,3,-85,·,·,·,-2,·,2,·,·
N#CCCn1cc(C=C(C#N)C#N)c(-c2ccc(Cl)cc2)n1,-4,-26,-11,-3,-2,-4,-7,3,-5,9
Cc1ccc(S(=O)(=O)N2CCC(NC(=O)C3CCCCC3)CC2)cc1,-5,-4,4,1,-2,-1,1,13,0,16
S=C(Nc1cc(Cl)cc(Cl)c1)N1CCCC1,2,-4,10,6,-4,6,1,-2,0,4
Cc1csc(NC(=O)CCn2c(=O)oc3ccccc32)n1,-2,-25,23,2,0,3,1,5,-1,-7
CSc1ncccc1C(=O)OCC(=O)c1ccc2c(c1)NC(=O)CO2,1,-33,-9,9,-2,0,1,-8,-3,-15

# Compound activity (PubChem BioAssay)

# This is a subset; the hit share may differ from the screen's.
